# Screening results from PubChem BioAssay.
# Cav32 inh: human Cav3.2 channel inhibition, primary screen; O95180; Cav3.2-expressing cells, Fluo-4 calcium fluorescence FDSS; hits give low values; B-score at 10 µM; hit rate 4% among 100,000; AID 449739;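 active = single-dose well whose peak fluorescence ratio is a statistical outlier from its plate by either plate-standardised score or position-corrected B-score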
# Target sequence (O95180 whole entry, looked up): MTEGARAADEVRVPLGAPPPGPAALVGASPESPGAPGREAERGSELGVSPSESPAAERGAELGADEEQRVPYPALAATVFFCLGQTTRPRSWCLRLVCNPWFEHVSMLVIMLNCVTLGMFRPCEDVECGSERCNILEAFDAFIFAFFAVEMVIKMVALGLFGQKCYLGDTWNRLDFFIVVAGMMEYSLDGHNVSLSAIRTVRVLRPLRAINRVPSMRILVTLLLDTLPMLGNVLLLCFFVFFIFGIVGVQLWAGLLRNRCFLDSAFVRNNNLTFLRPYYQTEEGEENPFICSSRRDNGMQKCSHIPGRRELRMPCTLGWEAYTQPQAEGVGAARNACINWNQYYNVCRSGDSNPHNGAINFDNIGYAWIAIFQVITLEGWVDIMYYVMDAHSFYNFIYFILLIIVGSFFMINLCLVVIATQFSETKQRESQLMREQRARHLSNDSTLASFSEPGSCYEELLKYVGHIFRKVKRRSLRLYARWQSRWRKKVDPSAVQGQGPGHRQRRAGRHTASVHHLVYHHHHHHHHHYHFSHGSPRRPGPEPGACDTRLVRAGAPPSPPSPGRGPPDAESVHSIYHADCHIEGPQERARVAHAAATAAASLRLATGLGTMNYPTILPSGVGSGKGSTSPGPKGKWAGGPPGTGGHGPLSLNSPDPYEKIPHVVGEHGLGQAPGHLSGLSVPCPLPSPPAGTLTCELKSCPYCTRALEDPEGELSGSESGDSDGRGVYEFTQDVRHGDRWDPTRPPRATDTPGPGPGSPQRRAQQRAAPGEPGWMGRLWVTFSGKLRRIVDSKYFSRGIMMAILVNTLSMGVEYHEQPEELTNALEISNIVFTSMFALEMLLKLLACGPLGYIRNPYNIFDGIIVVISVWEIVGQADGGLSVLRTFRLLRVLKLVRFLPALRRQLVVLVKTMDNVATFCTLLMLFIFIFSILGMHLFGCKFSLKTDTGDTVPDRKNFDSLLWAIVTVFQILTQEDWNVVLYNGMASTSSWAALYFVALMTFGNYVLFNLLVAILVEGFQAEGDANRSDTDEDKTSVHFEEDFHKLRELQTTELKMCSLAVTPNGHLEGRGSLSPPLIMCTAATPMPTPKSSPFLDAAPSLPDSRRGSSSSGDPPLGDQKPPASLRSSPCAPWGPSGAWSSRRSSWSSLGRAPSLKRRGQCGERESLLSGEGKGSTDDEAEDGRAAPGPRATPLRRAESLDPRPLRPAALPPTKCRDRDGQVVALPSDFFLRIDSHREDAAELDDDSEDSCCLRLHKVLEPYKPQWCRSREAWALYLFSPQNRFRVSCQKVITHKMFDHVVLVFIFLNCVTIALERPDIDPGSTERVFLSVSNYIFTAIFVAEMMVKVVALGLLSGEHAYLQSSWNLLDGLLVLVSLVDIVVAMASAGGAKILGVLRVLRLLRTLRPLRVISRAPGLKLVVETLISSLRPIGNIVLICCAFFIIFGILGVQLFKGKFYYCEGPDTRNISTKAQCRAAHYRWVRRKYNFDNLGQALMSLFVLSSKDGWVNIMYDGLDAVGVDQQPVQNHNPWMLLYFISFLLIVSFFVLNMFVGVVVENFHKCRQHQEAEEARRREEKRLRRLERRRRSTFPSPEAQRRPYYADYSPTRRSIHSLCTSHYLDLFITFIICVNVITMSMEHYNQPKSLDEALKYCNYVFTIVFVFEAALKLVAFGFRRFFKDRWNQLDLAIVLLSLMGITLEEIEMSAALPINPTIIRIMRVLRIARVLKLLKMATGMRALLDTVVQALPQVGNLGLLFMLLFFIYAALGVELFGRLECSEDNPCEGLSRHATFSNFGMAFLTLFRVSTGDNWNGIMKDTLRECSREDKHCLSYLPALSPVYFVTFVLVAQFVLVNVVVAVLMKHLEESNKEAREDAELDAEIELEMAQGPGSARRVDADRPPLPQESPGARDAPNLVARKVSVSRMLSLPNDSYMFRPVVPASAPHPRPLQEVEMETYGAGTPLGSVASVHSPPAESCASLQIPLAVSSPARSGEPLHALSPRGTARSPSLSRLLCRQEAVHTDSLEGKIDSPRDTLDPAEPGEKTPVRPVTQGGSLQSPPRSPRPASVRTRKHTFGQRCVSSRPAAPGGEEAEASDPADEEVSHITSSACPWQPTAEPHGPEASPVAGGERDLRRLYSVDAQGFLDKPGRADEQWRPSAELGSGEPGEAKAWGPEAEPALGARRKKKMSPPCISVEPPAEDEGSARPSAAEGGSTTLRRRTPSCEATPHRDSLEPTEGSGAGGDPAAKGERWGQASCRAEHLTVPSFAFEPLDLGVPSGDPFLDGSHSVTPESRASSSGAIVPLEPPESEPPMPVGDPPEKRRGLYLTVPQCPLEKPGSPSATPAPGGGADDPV
# An asterisk follows results filed as active.
SMILES	Cav32 inh
O=S(=O)(NC1CCCC1)c1ccccc1Cl	-0.068
CC1(C)Cc2ccccc2C(NNC(=O)c2ccncc2)=N1	0.019
COCC(=O)Nc1cc(C(=O)Nc2cccc(C)c2C)ccc1Cl	0.25
CCN(CC)CCNC(=O)c1ccccn1	-0.12
CCCCn1c(NCc2ccccc2NS(=O)(=O)c2ccc(C)cc2)nc2ccccc21	-1.2
COc1ccc(C(=O)Nc2cc(OC)c(NC(=O)c3ccco3)cc2OC)cc1	0.065
CCNC(=S)N(Cc1ccc2c(c1)OCO2)C1CC(=O)N(c2ccc(F)cc2)C1=O (stereo unspecified)	-7.1*
CC(=O)c1ccc(NC(=O)CCNS(=O)(=O)c2cccc3nonc23)cc1	0.1
CCn1c(-c2ccc(Cl)cc2)n[nH]c1=S	1.7
CCN(CC)C(=O)c1sc(N)c(C#N)c1C	1.1

# Random excerpt: 2 records from the list
SMILES	Cav32 inh
CCN(CC)C(=O)c1sc(N)c(C#N)c1C	1.1
CC1(C)Cc2ccccc2C(NNC(=O)c2ccncc2)=N1	0.019

# Additional structures:
SMILES	Cav32 inh
C=CCOC(=O)C1=C(C)NC(=O)NC1/C=C/c1ccccc1 (stereo unspecified)	-1.2
O=C(NCc1ccccc1)C(=O)NCC1OCCN1S(=O)(=O)c1ccc2c(c1)OCCO2 (stereo unspecified)	0.013
Cc1c(NC(=O)C(CC(=O)O)NCc2ccco2)c(=O)n(-c2ccccc2)n1C (stereo unspecified)	0.96
S=C(Nc1ccccc1)N1CCn2c1nc1ccccc12	0.12
CC1CCN(C(=O)c2ccc(NS(C)(=O)=O)cc2)CC1	-0.7
CC(C)(C)C1CCc2[nH]c3ccccc3c(=O)c2C1 (stereo unspecified)	1.6
CCOC(=O)c1nnn(-c2nonc2N)c1CN1CCc2ccccc2C1	-2.1
NC(=O)[C@H]1CC2(CC(c3cccc(NC(=O)COc4ccc(Cl)cc4)c3)=NO2)CN1C(=O)CC(c1ccccc1)c1ccccc1 (stereo partly specified)	-1.5
CC1CCCC(NC(=O)c2ccc3c(=O)n(CC4CCCO4)c(=O)[nH]c3c2)C1C (stereo unspecified)	0.08
COC(=O)c1ccccc1S(=O)(=O)N(Cc1ccco1)Cc1cc2cc(OC)ccc2[nH]c1=O	0.96
Cc1cc(C(=O)Nc2cccnc2)cs1	0.35
COc1ccccc1N/C(=N/S(=O)(=O)c1ccc(Cl)cc1)c1ccccc1	-1.8
CCOc1ccc(NC(=O)CN2CCN(CC(=O)Nc3ccc(C(=O)OC)cc3)CC2)cc1	0.013
O=C(c1cc2ccccn2n1)N1CCN(c2cccc(C(F)(F)F)c2)CC1	0.03
S=C(Nc1ccccc1)N1CCN(C2CCCCC2)CC1	-1.8
CCOc1ccc2nc(NC3=NC(c4ccc(OC)cc4)CC(=O)N3)nc(C)c2c1 (stereo unspecified)	0.27
CCn1cc(C2=NC(c3ccccc3)CO2)c2ccccc21 (stereo unspecified)	-1.3
Cc1ccc(CCNC(=O)C2CCN(S(=O)(=O)N3CCCC3)CC2)cc1	0.3
Cc1ccc(CC(=O)OCC(=O)NC2CCCC(C)C2C)cc1C (stereo unspecified)	-2.3
Cc1nccc(-c2ccc(-n3cnc4ccccc43)cc2)n1	-0.7
CC(C)OC(=O)c1cccnc1SCC(=O)N(C)c1ccccc1	-0.7
CCCCn1c(CNC(=O)Cc2ccccc2)nc2ccccc21	0.0013
Cc1ccccc1-c1nc2ccccc2[nH]1	-0.0066
CC(=O)N=c1sc2cc(C)ccc2n1C	0.34
O=C(Cn1c(=O)n(Cc2ccco2)c(=O)c2c3c(sc21)CCCCC3)c1ccccc1	-1.9
CCC(=O)Nc1ccc(C(=O)N/N=C/c2ccccc2[N+](=O)[O-])cc1	0.51
CCCN1Cc2cccc(C(=O)NCc3cccs3)c2C1=O	-0.81
COc1ccc(C(=O)N2CC3(C)CC2CC(C)(C)C3)cc1OC (stereo unspecified)	2
CC1=C(C(N)=O)C(c2cccc(O)c2)n2nc(CCCO)nc2N1 (stereo unspecified)	-0.063
COc1ccccc1C1N(c2ccc(F)cc2)C(=O)C2CCCN21 (stereo unspecified)	0.21
O=C(C1CCCCN1S(=O)(=O)c1ccccc1)N1CCN(Cc2ccccc2)CC1 (stereo unspecified)	0.17
CCn1c(SCC(=O)c2ccccc2)nnc1-c1ccoc1C	0.79
COCCN1CN=C(Nc2nc3ccccc3s2)NC1	0.17
CCOC(=O)CSC1=C(C#N)C(c2ccc3c(c2)OCO3)CC(=O)N1 (stereo unspecified)	1.1
Cc1ccc2nc(/C(C#N)=C\c3cc(C)n(-c4cccc([N+](=O)[O-])c4)c3C)[nH]c2c1	-6.1*
CC(C)C(=O)N(Cc1cc(=O)[nH]c2ccccc12)c1ccccc1	0.42
COCCN=C1OC(=O)N2C(=O)C3=C4[C@@H](C[C@H]5C(=O)N(c6ccccc6)C(=O)[C@H]5[C@H]4[C@@]12Cc1ccccc1)[C@H]1C(=O)N(c2ccccc2)C(=O)[C@H]1[C@H]3C	0.62
Cc1cccc2c1OCC/C2=N\NC(=O)COc1ccccc1	-1.7
c1coc(-c2nc(-c3ccco3)c(-c3ccco3)nc2-c2ccco2)c1	0.13
CC1CCCN(C(=O)c2ccc(S(=O)(=O)N3CCC(c4nc5ccccc5s4)CC3)cc2)C1 (stereo unspecified)	0.28
CC(C)n1cc(/C=C2/NC(=O)N(c3cccc(Cl)c3)C2=O)c2ccccc21	0.42
CC(C)CN1C(=O)c2ccc(C(=O)Nc3ccncc3)cc2C1=O	-0.5
CC(C)C(C(=O)NC1CCCCC1)N(CC1CCCO1)C(=O)CNS(=O)(=O)c1ccc(F)cc1 (stereo unspecified)	1.3
Cc1ccccc1OCC(=O)N(Cc1cccs1)C1CCS(=O)(=O)C1 (stereo unspecified)	0.37
CCOc1cc(C(=O)Nc2ccc(N3CCN(S(C)(=O)=O)CC3)cc2)cc(OCC)c1OCC	0.5
O=C(N/N=C\c1ccc(Sc2ccccn2)o1)c1cccc(F)c1	1.2
CC1(C)CC(=O)C2=C(C1)OC(N)=C(C#N)C2CCc1ccccc1 (stereo unspecified)	-0.43
C=CCOc1nc(N2CCCC2)nc(N2CCCC2)n1	-0.15
COc1cccc(C(=O)CSc2nnc(-c3cccs3)o2)c1	0.059
CN1/C(=C\C(=O)c2oc3ccccc3c2N)C(C)(C)c2ccccc21	-0.3

# The results go on:
SMILES	Cav32 inh
COc1ccccc1C(=O)Oc1ccc(C(C)C)cc1	-1.2
CCCc1[nH]nc2c1C(Cc1ccccc1)C(C#N)=C(N)O2 (stereo unspecified)	-0.29
CC(=O)c1c(C)[nH]c(C(=O)OCC(=O)NCCc2ccc(F)cc2)c1C	0.05
O=c1c2ccccc2c(-c2ccccc2)nn1Cc1ccc(Cl)cc1	0.66
CN(Cc1ccccc1)C(=O)[C@H]1CCC(=O)N1Cc1ccco1	1.1
COc1ccccc1-c1nnc2sc(COc3ccccc3)nn12	0.55
O=C(O)c1[nH]c2ccc(Cl)cc2c1CC(=O)N1CCN(c2ccccc2)CC1	0.41
COc1ccc(C(=O)NC(=S)NCc2ccco2)cc1OC	0.77
COC(=O)Cc1c[nH]c2cccc(OCC(O)CN(Cc3ccccc3)C(C)C)c12 (stereo unspecified)	-1.2
Cc1ccccc1-n1c(C)cc(/C=N/Nc2ccc([N+](=O)[O-])cn2)c1C	-0.3
CC(C)NC(=O)CSc1nnc(-c2ccc(C(C)(C)C)cc2)n1C	0.021
O=C(O)c1ccccc1C(=O)NCc1ccccc1	0.74
CC(=O)N(Cc1cc(=O)[nH]c2ccccc12)c1ccc(C)cc1	0.38
COC(/C=C/Nc1ccc(Br)cc1)=C(C#N)C#N	0.43
CCn1c(SCC(=O)O)nnc1-c1ccccc1	0.16
COc1ccc(CNC(=O)[C@@H]2CC=C[C@@H]3CCN(Cc4ccccc4)C(=O)[C@@H]32)cc1	0.34
CC1CCCC(C)N1C(=O)CSc1nc2ccccc2s1 (stereo unspecified)	-1.1
N#CC(c1ccc(Cl)nn1)c1ccc(Cl)cc1Cl (stereo unspecified)	-0.26
Cc1ccc2c(c1)COc1c3ccc(C(=O)N[C@@H](C)CO)cc3nn1-2	-0.84
CC(C)Cc1cc(C(=O)Nc2cc(Br)ccc2O)no1	-1.5
CC(=O)NC1(NC(C)=O)CCN(C)C(c2ccccc2)C1C (stereo unspecified)	-0.93
O=C(NCc1ccccc1)C(Cc1ccccc1)NS(=O)(=O)c1cccc2nsnc12 (stereo unspecified)	0.53
CC(=O)c1c(C)[nH]c(C(=O)N2CCc3ccccc3C2)c1C	0.71
O=C(Nc1ccc2c(c1)oc1ccccc12)c1ccc2c(c1)OCO2	-1.8
Cc1c(Cl)c(C(=O)N2CCCc3ccccc32)nn1C	0.33
CCSc1ccccc1C(=O)NCc1ccco1	0.007
COc1ccc(C(=O)CSc2nnc(CNC(=O)c3ccc(OC)cc3)n2C)cc1	-0.99
CN1CCN(c2nc3c(c(=O)n(C)c(=O)n3C)n2CCSc2nc3ccccc3s2)CC1	1.4
COc1cc(-c2nnc3sc(-c4cccs4)nn23)cc(OC)c1OC	0.13
O=C(NC(NC(=O)c1ccccc1)c1ccccc1)c1ccccc1	-0.19
O=C(NC1CC1)C1=C[C@@H](c2coc3ccccc3c2=O)C[C@@H](OCCCCO)O1	1.5
Cc1ccc(C)c(N2CCN(C(=O)Cn3c(=O)[nH]c4ccsc4c3=O)CC2)c1	-1.5
COc1ccc(/C=N/N2CCN(C)CC2)cc1O	-0.32
O=C(Nc1cccc(F)c1)C1CC(=O)N(c2ccc(Cl)cc2)C1 (stereo unspecified)	-5.8*
Cc1ccc(C(=O)NCCN2C3=NC[C@H](C(C)C)N3C[C@H]2Cc2ccc(O)cc2)cc1Br	0.73
CC/C(=C\C(=O)c1ccncc1)Nc1ccc(Br)cc1	-1.1
CCN1CCN(S(=O)(=O)c2cc(OC)c(Cl)cc2OC)CC1	0.49
Cc1[nH]c2ccccc2c1SCCNC(=O)c1ccc(S(=O)(=O)N2CCCC2)cc1	-2
CCCCCn1c(Sc2ccccc2)nc2c1c(=O)[nH]c(=O)n2C	-1.1
Cc1ccc(CNCC(O)(c2ccc(F)cc2)c2ccc(F)cc2)cc1	-0.99
COc1ccc(-c2nc(CSCC(=O)NC3CCCc4ccccc43)c(C)o2)cc1 (stereo unspecified)	-8.2*
CC1(C)Cc2c(sc3c2C2=NCCN2C=N3)CS1	-0.21
CCN(CC)c1ccc(NC(=O)CSc2nnc3nc(C)cc(C)n23)cc1	0.0032
Nc1nc(NCc2cccs2)nn1-c1ccccc1	-0.02
N#CC1=C(SCC(=O)Nc2ccccc2)NC(=O)CC1c1ccc(O)cc1 (stereo unspecified)	-0.52
Cc1cc(C)c(C)c(S(=O)(=O)NCc2ccco2)c1C	-3
CCOC(=O)c1c(C)[nH]c(C(=O)CSc2nc3ccccc3o2)c1C	1.3
O=C(NCc1cccnc1)c1ccc(COc2ccc3c(c2)CCC3)o1	-2.7
Cc1nc(-c2ccccc2)sc1-c1n[nH]c(=S)n1C	0.75
Nc1nc(-c2ccc(Cl)cc2)cc(C(F)(F)F)n1	0.053

# (list continues)
SMILES	Cav32 inh
CCCCOC(=O)c1ccc(NC(=O)CSCc2n[nH]c(=O)[nH]2)cc1	0.028
C=C(C)C(=O)Nc1cccc(C2=NOC3(C2)C[C@@H](C(N)=O)N(C(=O)CCCCC)C3)c1 (stereo partly specified)	-0.64
COc1ccc(CN=C(C)c2c(C(F)(F)F)[nH]n(-c3nc4ccccc4s3)c2=O)cc1	-0.093
Cc1nn(CC(=O)NCCc2ccccc2)c(=O)c2ccccc12	1.3
CCCCC(=O)NCCc1ccc(S(N)(=O)=O)cc1	0.2
Cc1ccc(S(=O)(=O)Cc2ccc(C(=O)N3CCc4ccccc4C3)o2)cc1	-0.98
O=C(NC1CCCCC1)c1ccccc1NC(=O)C1CC1	0.24
COc1ccc(-c2nnc3sc(CCN4C(=O)c5ccccc5C4=O)nn23)cc1	1
COc1ccc(-n2cnc3cc(NC(=O)c4ccco4)ccc32)cc1	-0.0094
CCOC(=O)C(C#N)c1ccccn1 (stereo unspecified)	-0.019
COc1cc(C)c(N(C(C)=O)c2ccccc2)c(C)c1	0.2
C/C(CC(O)(/C=N/O)c1ccccc1)=N\O (stereo unspecified)	-0.19
Cc1nc2ccccc2c(=O)n1NCc1cc(Br)cs1	-0.96
COc1ccc(C)cc1-n1nnnc1SCC(=O)Nc1cc(C)on1	0.28
Cc1c(C(=O)NCCSCc2ccc(Cl)cc2Cl)cccc1[N+](=O)[O-]	-1
CO/N=C(/CS(=O)(=O)Cc1ccccc1Cl)c1ccc(Cl)cc1Cl	-0.99
CN(C)S(=O)(=O)c1cccc(C(=O)Nc2ccc(Cl)cn2)c1	0.54
CCN(Cc1ccccc1)S(=O)(=O)c1ccc2oc(C(=O)O)c(C)c2c1	0.57
O=C(c1ccccc1)N(Cc1ccco1)C1CCS(=O)(=O)C1 (stereo unspecified)	0.19
Cc1cc(C)cc(NS(=O)(=O)c2ccc(NC(=S)NC(=O)c3ccc(Br)o3)cc2)c1	-3

# Shown with each value named: 4 of the compounds above
COc1ccc(C)cc1-n1nnnc1SCC(=O)Nc1cc(C)on1
  Cav32 inh = 0.28
Cc1cc(C)cc(NS(=O)(=O)c2ccc(NC(=S)NC(=O)c3ccc(Br)o3)cc2)c1
  Cav32 inh = -3
Cc1c(C(=O)NCCSCc2ccc(Cl)cc2Cl)cccc1[N+](=O)[O-]
  Cav32 inh = -1
CCN(Cc1ccccc1)S(=O)(=O)c1ccc2oc(C(=O)O)c(C)c2c1
  Cav32 inh = 0.57

# Not all compounds are listed; rates above refer to the full screens.
